Assay outcomes deposited in PubChem by National Center for Advancing Translational Sciences (NCATS).
EPAC1 agonist = agonists of human EPAC1. EPAC1 agonist qHTS, biochemical assay; response scale: 100% = response to 6.5 mM cAMP. Potency, µM (series often up to 154 µM), for inactives: at the top dose activation, actives largely listed as activators. 360,000 tested, 0.073% active. AID 720707; also: potency is read from the fitted curve at half-maximal effect; nearly all actives have a fitted effect of over 60% in size
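Fluorescent GDP-exchange assay: 100 nM EPAC1 with 250 nM Rap1B preloaded with BODIPY-GDP and 50 uM GDP; compounds tested as concentration series, 5 min at room temperature, then read every 5 min for 30 min (ex 480/em 540 nm); normalized to 6.5 mM cAMP.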
PLK1 PBD inh = PLK1 (human) polo-box domain binding inhibition; 360,000 tested, 2.8% active; Potency, µM, for the others: max response, negative = inhibition, actives largely listed as inhibitors; P53350; Plk1 PBD binding of FITC phosphopeptide, fluorescence polarization; also: potency is read from the fitted curve at half-maximal effect; series mostly up to about 57 µM; % is scaled to controls: 0 for no effect and ±100 for the full control effect; nearly all actives have a fitted effect of over 65% in size
EPAC2 antagonist = EPAC2 (human) antagonism | Potency, µM (titrated, usually from 114 µM), without a hit: at the highest dose activity, negative = inhibition, actives largely listed as inhibitors | 360,000 tested, 0.18% active | Q8WZA2 | EPAC2 GEF exchange of Rap1B-BODIPY-GDP, fluorescence | AID 720708; also: potency is read from the fitted curve at half-maximal effect; % is scaled to controls: 0 for no effect and ±100 for the full control effect; nearly all actives have a fitted effect of over 45% in size; many of its hits are not listed in these tables
Target sequence (Q8WZA2 whole entry, looked up): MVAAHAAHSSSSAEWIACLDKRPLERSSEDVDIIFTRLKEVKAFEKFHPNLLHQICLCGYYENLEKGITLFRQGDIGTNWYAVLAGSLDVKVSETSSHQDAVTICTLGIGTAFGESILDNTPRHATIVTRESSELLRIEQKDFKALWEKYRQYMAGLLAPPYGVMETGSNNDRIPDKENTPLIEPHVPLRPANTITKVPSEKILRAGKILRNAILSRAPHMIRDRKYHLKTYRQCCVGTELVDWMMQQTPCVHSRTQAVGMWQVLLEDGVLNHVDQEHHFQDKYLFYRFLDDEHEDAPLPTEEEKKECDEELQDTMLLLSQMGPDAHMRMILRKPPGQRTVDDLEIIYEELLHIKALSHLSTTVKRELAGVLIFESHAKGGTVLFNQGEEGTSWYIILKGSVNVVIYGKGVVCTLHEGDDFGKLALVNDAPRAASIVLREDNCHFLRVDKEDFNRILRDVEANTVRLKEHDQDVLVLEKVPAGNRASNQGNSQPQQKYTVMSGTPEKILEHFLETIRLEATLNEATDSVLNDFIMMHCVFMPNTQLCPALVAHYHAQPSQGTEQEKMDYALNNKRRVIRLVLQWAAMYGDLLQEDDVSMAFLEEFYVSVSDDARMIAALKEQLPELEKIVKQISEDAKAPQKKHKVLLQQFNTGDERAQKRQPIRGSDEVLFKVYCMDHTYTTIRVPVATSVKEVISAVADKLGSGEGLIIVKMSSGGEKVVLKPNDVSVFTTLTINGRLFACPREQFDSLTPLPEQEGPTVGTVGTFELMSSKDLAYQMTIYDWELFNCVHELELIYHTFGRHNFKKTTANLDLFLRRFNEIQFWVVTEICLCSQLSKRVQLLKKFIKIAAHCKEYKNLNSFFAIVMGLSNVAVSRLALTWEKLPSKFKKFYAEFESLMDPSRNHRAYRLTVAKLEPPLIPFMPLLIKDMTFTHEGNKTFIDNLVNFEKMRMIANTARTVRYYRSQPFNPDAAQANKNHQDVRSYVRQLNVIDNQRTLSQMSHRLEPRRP
WRN inhibitor = WRN helicase (human) inhibition. Q14191. WRN helicase unwinding, fluorescent forked duplex, kinetic. Potency, µM (top dose mostly 114 µM), for inactives: top-dose activity change, negative = inhibition, actives largely listed as inhibitors. 360,000 tested, 0.46% active; also: potency is read from the fitted curve at half-maximal effect; % is scaled to controls: 0 for no effect and ±100 for the full control effect; nearly all actives have a fitted effect of over 55% in size
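Kinetic fluorescence helicase assay: unwinding of a quenched forked DNA duplex (100 nM final) with 2 mM ATP final raises red fluorescence (525/598 nm). Compounds sat 15 min at room temperature with 20 nM WRN beforehand.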
MmCpn inh = blocks the Methanococcus maripaludis chaperonin Mm-Cpn; purified Mm-Cpn ATPase, ADP Transcreener TR-FRET; Potency, µM (series often up to 76.9 µM), for inactives: at the top dose activity, negative = inhibition, most hits filed as inhibitors; 330,000 tested, 0.031% active; AID 504842; also: potency is read from the fitted curve at half-maximal effect; % is scaled to controls: 0 for no effect and ±100 for the full control effect; nearly all actives have a fitted effect of over 80% in size
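ATPase read-out: TR-FRET ADP immunoassay (anti-ADP Eu cryptate vs ADP-d2), ex 320 nm, em 590/665 nm; signal drops as ADP forms. Enzyme 25 nM, ATP 10 uM, 30 min at 37°C after 10 min compound preincubation.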
CCT modulator = modulators of cytosolic chaperonin (CCT/TRiC) activity; purified chaperonin ATPase assay, HTRF ADP detection, 30 min; activity change, % (concentration not given with the values), hits read low; 360,000 tested, 0.3% active; in the data active = activity change below about -30%; also: % is scaled to controls: 0 for no effect and ±100 for the full control effect
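Enzyme 40 or 20 nM (batch-dependent) in Tris pH 7.4/KCl/MgCl2/DTT; cpd 76 uM single point; ATP 10 uM; 30 min 37 °C; Transcreener ADP HTRF detection, 30 min RT; ratio 665/615.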
EPAC1 antag = blocks human EPAC1 exchange factor; O95398; EPAC1 GEF assay, Rap1b-BODIPY-GDP exchange fluorescence; Potency, µM (series often up to 115 µM), for the others: at the highest dose activity change, negative = inhibition, hits mostly inhibitors; 360,000 tested, 0.14% active; AID 720709;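 also: potency is read from the fitted curve at half-maximal effect; plate controls were vehicle for no effect and positive control for full effect; nearly all actives have a fitted effect of over 50% in size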
PI5P4K alpha inh = PI5P4K alpha (human) kinase inhibition; PI5P4Kalpha enzyme, ADP-Glo luminescence, 60 min; active compounds read low; max response, %; 330,000 tested, 1.2% active; active = max response of -50% or lower; inconclusive = between -30% and -50%; inactive = -30% or higher; also: value at the top dose of about 77 µM; % is scaled to controls: 0 for no effect and ±100 for the full control effect
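ADP-Glo luminescence end-point after a 60 min room-temperature kinase reaction. PI5P4Kalpha and substrate in HEPES pH 7.4 buffer with EGTA, 0.1% CHAPS and 5% DMSO; ATP at 5 microM final.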
An asterisk follows results filed as active; ? = inconclusive; · = not tested or not shown; [ ] = remark or other dose. Unless noted, calls follow the shape of the dose curve; as a rule, active = well fitted curve in the direction sought with a large enough effect; inconclusive = small, poorly fitted or top-dose-only effect, or another doubt; inactive = no such curve, though single readings can be large; an effect the other way counts as inactive or inconclusive. This is a subset (hit frequency here may not be typical).

The opening 4 records, ahead of the listing:
Fields: EPAC1 agonist	PLK1 PBD inh	EPAC2 antagonist	WRN inhibitor	MmCpn inh	CCT modulator	EPAC1 antag	PI5P4K alpha inh
> CCOc1ccc(C2C(C(=O)O)c3ccccc3C(=O)N2CCN2CCOCC2)cc1 (centres undefined)
    8%	2%	-1%	-5%	2%	-0.9	5%	-9
> O=C(c1cn(-c2ccccc2)nc1-c1cccnc1)N1CCN(S(=O)(=O)c2ccc(Cl)cc2)CC1
    12%	4%	-3%	-6%	·	-10	5%	1
> Cc1cccc(NC(=O)NNC(=O)COc2ccc3ccccc3c2)c1
    4%	-8%	10%	12%	-4%	0.0	18%	6
> CC1CCN(CCCCOc2ccccc2Br)CC1
    2%	2%	-3%	-5%	-2%	-2.9	-11%	3

Results, previewed entries included:
Fields: EPAC1 agonist	PLK1 PBD inh	EPAC2 antagonist	WRN inhibitor	MmCpn inh	CCT modulator	EPAC1 antag	PI5P4K alpha inh
> CCOc1ccc(C2C(C(=O)O)c3ccccc3C(=O)N2CCN2CCOCC2)cc1 (centres undefined)
    8%	2%	-1%	-5%	2%	-0.9	5%	-9
> O=C(c1cn(-c2ccccc2)nc1-c1cccnc1)N1CCN(S(=O)(=O)c2ccc(Cl)cc2)CC1
    12%	4%	-3%	-6%	·	-10	5%	1
> Cc1cccc(NC(=O)NNC(=O)COc2ccc3ccccc3c2)c1
    4%	-8%	10%	12%	-4%	0.0	18%	6
> CC1CCN(CCCCOc2ccccc2Br)CC1
    2%	2%	-3%	-5%	-2%	-2.9	-11%	3
> O=C(Nc1nnc(SCc2ccc(F)cc2)s1)c1cccnc1Cl
    5%	-14%	-5%	-24%	-3%	-3.1	-10%	-10
> CS(=O)(=O)N1CCC(C(=O)N2CCN(c3ccc(F)cc3)CC2)CC1
    -4%	3%	8%	-5%	3%	-0.5	8%	-1
> c1ccc(OCCCn2nnc(-c3ccc(N4CCOCC4)cc3)n2)cc1
    8%	-3%	-10%	-12%[57.1 µM]	0%	1.1	-3%	·
> COc1cc(/C=C2\C(=N)N3N=C(S(C)(=O)=O)SC3=NC2=O)cc(OC)c1OCCOc1ccc(C)cc1
    -7%	21µM*	-9%	-12%[11.6 µM]	-2%	-2.9	28%	-11
> CCOC(=O)c1cnn2c(N)c(C#N)nnc12
    -6%	-4%	-1%	-13%	2%	-2.5	-7%	·
> O=C(CCCNC(=O)/C(=C/c1ccccc1F)NC(=O)c1ccccc1)OCc1ccccc1
    0%	-2%	1%	-10%[57.1 µM]	3%	1.4	-11%	3
> NC(=O)C1CCN(c2nc3ccccc3nc2NS(=O)(=O)c2ccc(Br)cc2)CC1
    -2%	-27%	-3%	-21%	-8%	1.0	-17%	-1
> COc1cccc(-c2ccc(SCC(=O)N3CCOCC3)nn2)c1
    16%	-10%	0%	6%	0%	1.0	15%	-16
> Cc1ccccc1C(=O)NC(=S)Nc1ccc(Oc2ccc(Cl)cc2)cc1
    1%	-4%	2%	-16%	0%	1.2	-7%	22
> COc1ccc(N(CC(=O)N2CCCCC2)S(=O)(=O)c2c(C)nn(C)c2C)cc1
    -10%	-3%	14%	2%	0%	-0.2	1%	-4
> CC1(C)CC(NC(=O)CCC2CCCC2)CC(C)(C)N1
    0%	-7%	10%	6%	0%	0.5	-26%	2
> CSc1cccc(NC(=S)N(Cc2ccc(C)cc2)Cc2cccnc2)c1
    -2%	-2%	?	-4%	0%	-1.9	3%	2
> CCOC(=O)CSc1nnc(CSc2nc3sc4c(c3c(=O)[nH]2)CCCC4)n1-c1ccccc1
    2%	-9%	-10%	-14%	-1%	-2.4	-11%	-1
> O=C1c2cccc(Cl)c2C(=O)N1c1ccccn1
    0%	-1%	7%	-7%	·	0.4	1%	-3
> Nc1cc(OCC(F)(F)F)cc([N+](=O)[O-])c1
    1%	-3%	-1%	1%	0%	-1.1	-28%	2
> COc1ccc(CN2CCC(n3nccc3NC(=O)C3CCCC3)CC2)cc1
    -3%	-3%	5%	-7%	2%	0.5	-6%	1

Entries of single compounds, looked up by structure. Screens in order: EPAC1 agonist, PLK1 PBD inh, EPAC2 antagonist, WRN inhibitor, MmCpn inh, CCT modulator, EPAC1 antag, PI5P4K alpha inh
Profile of COc1ccc(CN2CCC(n3nccc3NC(=O)C3CCCC3)CC2)cc1 → -3%, -3%, 5%, -7%, 2%, 0.5, -6%, 1
Profile of CSc1cccc(NC(=S)N(Cc2ccc(C)cc2)Cc2cccnc2)c1 → -2%, -2%, ?, -4%, 0%, -1.9, 3%, 2
Profile of O=C(c1cn(-c2ccccc2)nc1-c1cccnc1)N1CCN(S(=O)(=O)c2ccc(Cl)cc2)CC1 → 12%, 4%, -3%, -6%, ·, -10, 5%, 1

The results go on.
Fields: EPAC1 agonist	PLK1 PBD inh	EPAC2 antagonist	WRN inhibitor	MmCpn inh	CCT modulator	EPAC1 antag	PI5P4K alpha inh
> Cc1cccc(NS(=O)(=O)c2cccc(C(=O)NCC3(N4CCOCC4)CCCCC3)c2)c1
    0%	-2%	-11%	-5%	·	-0.1	-10%	2
> O=C(CN1CCN(c2ccc(F)cc2)CC1)NCc1cccs1
    -9%	-4%	-1%	-15%	0%	1.1	8%	-8
> CC(=O)c1ccc(N2CCN(C(=O)c3ccc4c(=O)n(-c5ccccc5)c(=O)[nH]c4c3)CC2)cc1
    6%	-1%	1%	-6%	3%	-0.7	2%	·
> OCCCNc1c2c(nc3cc(-c4ccc(Cl)cc4)nn13)CCC2
    14%	-7%	4%	3%	-3%	-0.8	-7%	0
> CC(C)c1ccccc1NC(=O)COC(=O)c1cc(=O)[nH]c(=O)[nH]1
    2%	-5%	-4%	-23%[57.1 µM]	-9%	-0.8	21%	5
> CC(C)(O)[C@H](O)COc1c2ccoc2cc2oc(=O)ccc12
    -13%	-14%	3%	4%	-1%	-0.7	-12%	0
> Cn1c(SCC#N)nc2ccccc2c1=O
    9%	-11%	4%	0%	-3%	-1.9	-11%	-3
> CN1N=C(C(=O)N2CCN(c3ccc([N+](=O)[O-])cc3)CC2)CCC1=O
    13%	-2%	-4%	-2%	-2%	0.1	3%	2
> Cc1ccc(C(=O)NNC(=O)c2ccc(NS(=O)(=O)c3cccs3)cc2)s1
    7%	-7%	-10%	-16%	-2%	-2.1	8%	-9
> O=C(CNc1cc(S(=O)(=O)N2CCOCC2)ccc1N1CCCC1)N1CCc2ccccc21
    10%	-1%	0%	4%	-3%	-10	17%	-2
> COc1ccc(/C=N/n2c(-c3cc(C)[nH]n3)n[nH]c2=S)cc1OC
    -14%	-1%	0%	2%	1%	1.6	-9%	-15
> O=C(Nc1ccc(Oc2ccc(NC(=O)Nc3ccc([N+](=O)[O-])cc3)cc2)cc1)Nc1ccc([N+](=O)[O-])cc1
    -8%	?	3%	-4%	-1%	0.4	-8%	3
> Cc1ccc(-n2nc3c(c2NC(=O)c2cccs2)CS(=O)(=O)C3)c(C)c1
    10%	-2%	-20%	-4%	1%	0.6	-17%	17
> CCN(CC(=O)NC1CCS(=O)(=O)C1)S(=O)(=O)c1ccc(C)cc1C (centres undefined)
    7%	6%	1%	-6%	-3%	-2.9	13%	-2
> CCC(Sc1nnc(-c2ccco2)n1C)C(=O)Nc1nnc(C)s1 (centres undefined)
    -6%	1%	7%	6%	0%	1.3	6%	-2
> O=C(CN1CCCC1)Nc1c(C(=O)C2CC2)oc2ccccc12
    6%	2%	5%	-5%	1%	-1.7	5%	4
> CC(C)(C)NC(=O)C(OC(=O)c1ccco1)c1ccc(Cl)cc1 (centres undefined)
    9%	-9%	-5%	2%	1%	-1.4	7%	0
> CCN1CCN(CCCN(Cc2cccs2)C(=S)Nc2ccccc2C)CC1
    -7%	-16%	21%	-1%	1%	-2.8	4%	4
> COc1cc(OC)cc(C(=O)Nn2cc(C(=O)Nc3ccccc3F)c3ccccc3c2=O)c1
    -3%	-11%	-14%	?	-8%	-2.6	-26%	0
> COc1cc(NCc2ccccc2)c2ncn(Cc3ccccc3)c2c1
    -1%	3%	-4%	-15%	-1%	1.7	-27%	-1

The listing continues:
Fields: EPAC1 agonist	PLK1 PBD inh	EPAC2 antagonist	WRN inhibitor	MmCpn inh	CCT modulator	EPAC1 antag	PI5P4K alpha inh
> CC(=O)c1cn(CC(=O)Nc2c(C)cccc2C)c2ccccc12
    -3%	-2%	14%	5%	1%	-0.3	0%	0
> COc1ccc(NC(=O)Nc2ccc(C(=O)N3CCOCC3)cc2)c(OC)c1
    1%	-2%	-12%	-2%	0%	-5.8	-3%	2
> COc1ccc(NC(=O)CSc2ncnc3c2cnn3Cc2ccccc2)cc1OC
    -4%	-2%	7%	18%	1%	1.3	5%	-2
> CCCCC(=O)N1CCCC(c2nc(-c3cccc(OC)c3)no2)C1 (centres undefined)
    12%	6%	-15%	3%	2%	0.6	6%	-3
> OCC1CCCN(C(=S)NCCc2ccccc2)C1 (centres undefined)
    1%	-1%	7%	5%	0%	-0.6	-14%	-8
> Cc1cc(C(=O)NNC(=O)c2ccc(Cl)cc2)no1
    4%	-14%	-5%	0%	0%	-1.6	5%	-2
> COc1ccc(-c2nc(C#N)c(NCC3CCCO3)o2)cc1 (centres undefined)
    0%	-14%	9%	-3%	-7%	4.7	12%	·
> COc1ccccc1-c1cc(NC(C)=O)c2ncc(-c3cccc(C(F)(F)F)c3)n2c1
    -22%	3%	-10%	-8%	·	0.1	-19%	18
> Cc1nc(NC(=O)c2ccccc2)sc1C1(C)CC(c2ccccc2F)=NO1 (centres undefined)
    -6%	?	-17%	-4%	-6%	-3.0	?	-4
> Cc1ccc(NC(=S)NCC2CCCO2)c(OC(F)F)c1 (centres undefined)
    -1%	0%	3%	1%	0%	2.3	1%	0
> Cc1ccc(-c2nc3ccc(C(=O)O)cc3nc2-c2ccc(C)cc2)cc1
    -1%	30µM*	-7%	-2%	1%	-3.3	8%	·
> COc1ccc(CNC(=O)[C@H](C)NC(=O)C2CCN(C(=O)[C@@H](N)Cc3ccccc3)CC2)cc1
    -8%	-4%	9%	-3%	-1%	0.4	3%	-3
> CCOC(=O)CSc1nnc(CNc2ccc(Cl)cc2)n1-c1ccccc1
    15%	-22%	-11%	-8%	2%	-6.2	?	·
> COc1ccc(CCNC(=O)CCC(=O)n2ncc3ccc(Cl)cc32)cc1OC
    -17%	-9%	4%	10%	-1%	1.7	6%	4
